# High-throughput results as filed in PubChem BioAssay.
# UbGFP stabilizer: proteasome inhibitors stabilizing ubiquitin-GFP reporter; Ubiquitin-GFP reporter cells, proteasome inhibition, GFP fluorescence; response scale: untreated = 0%, 10 µM MG-132 = 100%; Potency, µM (top dose mostly 45.9 µM), for inactives: at the top dose activation (GFP accumulation), usual class: activators; 67,000 tested, under 10 active; active = well fitted activation curve with a large enough effect, not every such curve was filed as active; inconclusive = small, poorly fitted or top-dose-only effect, or another doubt; inactive = no such curve, though single readings can be large or run the other way; also: potency is read from the fitted curve at half-maximal effect
#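 Reporter cells (U2OS, ubiquitin-G76V-GFP fusion) are plated overnight, then treated 4 hr at 37 °C with compound titrations from 46 uM down to 2.9 nM. Activity is scaled against untreated cells and 10 uM MG-132.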
# 4MU fluor: compounds fluorescent in 4-MU spectral region; 11% of 59,000 active; AID 589; compound autofluorescence, 340/450 nm, 4-MU equivalents; hits give high values; max dye-equivalent concentration, M; in the data active = max dye-equivalent concentration above about 10 nM; inconclusive = mostly about 1.1 nM to 9.6 nM
#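 Compounds in 100 mM Tris, pH 8.0, sat 15 min at room temperature before fluorescence was read at 340 nm excitation/450 nm emission; a per-plate six-point 4-MU standard curve converted signals to dye-equivalent concentration at each compound concentration.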
# ERK AVP block: vasopressin-driven ERK pathway inhibition. Potency, µM (titrated, usually from 57.5 µM), without a hit: top-dose activity, negative = inhibition, usual class: inhibitors. HEK293-V1b, vasopressin-stimulated pERK AlphaScreen. 0.99% of 72,000 active; also: potency is read from the fitted curve at half-maximal effect; % is scaled to controls: 0 for no effect and ±100 for the full control effect; nearly all actives have a fitted effect of over 55% in size
#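 Phosphorylated ERK1/2 detected via AlphaScreen bead proximity in lysates of V1b-expressing HEK293 cells given 25 nM vasopressin for 5 min after 30 min compound exposure (37 °C). AC50 from Hill equation; basal DMSO 0%, vasopressin 100%.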
# Fluorescein autfl: compound fluoresces in the fluorescein spectral region | 0.91% of 59,000 active | Compound autofluorescence, 480/540 nm, fluorescein-equivalent; hits give high values | max fluorescein-equivalent concentration, M; in the data active = max fluorescein-equivalent concentration above about 10 nM; inconclusive = between about 1.1 nM and that limit
#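 Read-out is intrinsic compound fluorescence at 480/540 nm (excitation/emission), expressed as dye-equivalent concentration using a fluorescein standard series run on every plate. Compounds sat 15 min at room temperature in 100 mM Tris, pH 8.0.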
# HBB splice mod: alters splicing of the hemoglobin beta chain | HBB splicing reporter cell assay, activation; EGFP reporter with mutant IVS2-654 intron; response scale: normalised to 500 nM splice-correcting PNA | Potency, µM (top dose mostly 46.1 µM), without a hit: top-dose activation, usual class: activators | 0.06% of 65,000 active | AID 925; also: potency is read from the fitted curve at half-maximal effect; 0% is about no effect
#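 Compounds were applied for 2 days to HeLa EGFP-654 cells, 500/well in Optimem with 2% FCS. The reporter's EGFP is disrupted by mis-splicing of beta-globin intron IVS2-654. Readout: summed well GFP fluorescence from 488 nm laser scanning; reference was 500 nM antisense […] 654 PNA.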
# CRE-bla Fsk: CRE-bla signaling modulation under forskolin stimulation; AID 662; Potency, µM (doses to about 38.2 µM), for the others: top-dose activity change, negative = inhibition, most hits filed as activators; CHO CRE-bla reporter (cAMP response element driving beta-lactamase), forskolin EC10, beta-lactamase ratio; 2.5% of 71,000 active; active = well fitted activation curve with a large enough effect in the signal ratio, with a control signal flat, not every such curve was filed as active; inconclusive = small, poorly fitted or top-dose-only effect, or effect the other way, or a change in a side signal; the % refers to the signal ratio; also: potency is read from the fitted curve at half-maximal effect; % of control where 0% means no effect
#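 Beta-lactamase reporter under a cAMP responsive element in CHO cells; compounds tested in titration series against EC10 NKH 477, 3 h at 37 °C. Read-out: CCF4 FRET ratio 460nm/530nm (excitation 405nm) giving %Activity, fitted to AC50.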
# Texas Red fluor: compounds fluorescent in Texas Red spectral region | Compound fluorescence, Texas Red channel, 547/618 nm; hits give high values | AID 587 | max dye-equivalent concentration, M | 0.06% of 59,000 active; in the data active = max dye-equivalent concentration above about 10 nM; inconclusive = between about 1.1 nM and that limit
#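 Texas Red-region profiling: compounds in 100 mM Tris pH 8.0 were read at 547/618 nm after 15 min at room temperature. Intensities were normalized against a six-point Texas Red standard series to give dye-equivalent concentration.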
# FLuc inh: blocks Photinus pyralis firefly luciferase activity | P08659 | purified firefly luciferase, luminescence, 8 min | Potency, µM (titrated, usually from 57.1 µM), for inactives: top-dose activity change, negative = inhibition, actives largely listed as inhibitors | 2.2% of 72,000 active; also: potency is read from the fitted curve at half-maximal effect; % is scaled to controls: 0 for no effect and ±100 for the full control effect; nearly all actives have a fitted effect of over 40% in size
# Target sequence (P08659 whole entry, looked up): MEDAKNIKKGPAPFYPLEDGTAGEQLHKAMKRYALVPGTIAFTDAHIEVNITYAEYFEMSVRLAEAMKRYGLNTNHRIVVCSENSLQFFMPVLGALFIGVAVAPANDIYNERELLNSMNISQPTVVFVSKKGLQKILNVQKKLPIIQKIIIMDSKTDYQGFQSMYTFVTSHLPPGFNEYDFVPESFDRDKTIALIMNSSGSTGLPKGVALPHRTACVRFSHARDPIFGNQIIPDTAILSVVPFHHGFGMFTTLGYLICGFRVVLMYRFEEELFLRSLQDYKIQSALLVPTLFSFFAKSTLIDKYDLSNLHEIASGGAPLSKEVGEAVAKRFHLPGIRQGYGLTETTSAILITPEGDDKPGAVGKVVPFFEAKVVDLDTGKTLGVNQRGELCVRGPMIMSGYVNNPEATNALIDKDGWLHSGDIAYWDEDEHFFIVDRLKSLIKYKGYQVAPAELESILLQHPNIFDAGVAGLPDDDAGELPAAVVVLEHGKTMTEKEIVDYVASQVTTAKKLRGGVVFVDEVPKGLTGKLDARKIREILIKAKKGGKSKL
#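 Titration-based qHTS; buffer 50 mM imidazole pH 7.2, 50 mM KCl, 7 mM MgCl2, 10 uM ATP, 0.01% Tween 20, 0.05% BSA; luciferase/luciferin detector mix added after compound; 8 min, ambient; luminescence.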
# Epigenetic mod: epigenetic modulators derepressing GFP locus in mouse cells | Potency, µM (titrated, usually from 46.1 µM), for inactives: at the top dose GFP derepression (activation) | 0.09% of 68,000 active | mouse C127i GFP locus derepression, cytometry, 30 h | AID 597; also: % of control where 0% means no effect
#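 Read-out is the number of GFP-positive cells, scored as fluorescent objects 20 to 120 um wide, reflecting derepression of a silenced CMV-GFP reporter in murine C127i cells after 30 h compound exposure at 37 C.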
# A350 fluor: A350 region autofluorescence. Compound autofluorescence, 340/450 nm, Alexa 350 dye-equivalents; hits give high values. max dye-equivalent concentration, M. 11% of 59,000 active. AID 590; in the data active = max dye-equivalent concentration above about 10 nM; inconclusive = mostly about 1.1 nM to 9.6 nM
# Hsp90 Hop PPI: changes Hsp90-Hop TPR2A binding signal, up or down; AlphaScreen TPR2A-His6 binding biotin-Hsp90 C-terminal peptide; Potency, µM (highest dose often 57 µM), inactives show at the highest dose activity change, negative = inhibition; 0.44% of 71,000 active; AID 595; active = well fitted curve in either direction with a large enough effect; inconclusive = small, poorly fitted or top-dose-only effect, or another doubt; also: potency is read from the fitted curve at half-maximal effect; % is scaled to controls: 0 for no effect and ±100 for the full control effect; many of its hits are not listed in these tables
# * marks the source's active call; other numbers are inactive results; i = inactive; ? = inconclusive; · = no result given; [ ] = dose if it differs, or a comment. Unless noted, calls follow the shape of the dose curve; as a rule, active = well fitted curve in the direction sought with a large enough effect; inconclusive = small, poorly fitted or top-dose-only effect, or another doubt; inactive = no such curve, though single readings can be large; an effect the other way counts as inactive or inconclusive.
# Results follow in this order: ERK AVP block	CRE-bla Fsk	Fluorescein autfl	Epigenetic mod	Hsp90 Hop PPI	Texas Red fluor	FLuc inh	UbGFP stabilizer	4MU fluor	HBB splice mod	A350 fluor
> COc1ccc(Oc2ncc3ncc(=O)n(Cc4cccc(OC)c4)c3n2)cc1
    9%	?	i	0%[9.22 µM]	-4%	i	1%[11.4 µM]	13%	i	0.4%	i
> O=C(Nc1nc(-c2ccc(Cl)s2)cs1)c1cccs1
    10µM*	1%	?	0%	17%	i	-22%	·	i	4.4%[0.369 µM]	i
> Cc1cc(S(=O)(=O)NCc2ccco2)c(C)s1
    -9%	1%	i	0%	-2%	i	3%	-1%	i	-0.4%	i
> CCOC(=O)N1CCN(C(=O)CCCn2c(=S)[nH]c3ccccc3c2=O)CC1
    -17%	10%	i	-3%	0%	i	-2%	6%	i	-0.8%	i
> Nc1nc(SCC(=O)N2CCc3ccccc3C2)[nH]c(=O)c1-c1ccccc1
    -17%	3%	i	0%	-2%	i	-1%	4%	i	1.4%	i
> CCOC(=O)N1CCC(N2CC34C=CC(O3)C(C(=O)Nc3ccc(C(C)C)cc3)C4C2=O)CC1 (stereo unspecified)
    -7%	-5%	·	3%	-3%	·	0%	1%	·	0.1%	·
> CCC1(C)OC(=O)N2CCc3c(C)[nH]c4c(C)ccc(c34)C21C (stereo unspecified)
    -29%	-1%	·	7%	-13%	·	3%	4%	·	-1.0%	·
> O=C(CN(Cc1ccc2c(c1)OCO2)C(=O)CNS(=O)(=O)c1ccccc1)NCC1CCCO1 (stereo unspecified)
    10%	?	?	1%	2%	?	2%	-1%	i	3.6%	i
> NC(=O)c1sc(=S)n(-c2ccc(Br)cc2)c1N
    ?	-25%	·	-2%	?	·	-8%	-9%	·	0.1%	·
> O=C(Oc1cccnc1)c1ccc(Cl)cc1
    -23%	-9%	i	2%	-2%	i	0%	2%	i	2.1%[0.369 µM]	i
> COC(=O)/C=c1/s/c(=C(/C#N)C(=O)N2CCOCC2)n(-c2ccccc2)c1=O
    ·	·	?	-1%[20.6 µM]	·	i	1%[25.5 µM]	·	i	·	i
> CCOc1ccc(CCNC(=O)CN(C)S(=O)(=O)c2ccc3c(c2)CCC(=O)N3)cc1OCC
    1%	7%	?	-2%	-3%	i	1%	-8%	i	1.3%	i
> CCN(CC)C(=O)C1CCCN(c2ncnc3c2cnn3-c2cccc(C)c2)C1 (stereo unspecified)
    -7%	?	?	1%	-7%	i	-3%	1%	i	-1.5%	i
> CCOc1cc(S(=O)(=O)NCCc2ccccc2C)c(OCC)cc1-n1cnnn1
    -9%	10%	?	-2%	7%	i	-1%	-5%	i	·	i
> Clc1ccc(Br)cc1-c1nc(-c2cccnc2)no1
    -19%	-2%	?	2%	-1%	i	-2%	3%	i	0.7%	i
> Cc1cccc(Cn2c(Sc3nc(C)cs3)nc3c2c(=O)[nH]c(=O)n3C)c1
    -16%	-21%	?	-3%	-4%	i	4%	8%	i	3.2%	i
> CCOc1ccc2[nH]c(=O)c(C(c3nnnn3Cc3ccco3)N3CCC(C)CC3)cc2c1 (stereo unspecified)
    -10%	-13%	?	-1%	-17%	?	-3%	-8%	1.1e-07M*	·	1.1e-07M*
> CCc1nnc(NC(=O)c2ccc(COc3ccc(C)cc3)o2)s1
    -9%	3%	?	2%	0%	i	-7%	0%	i	-0.3%[57.5 µM]	i
> CC1(C)Cc2c(sc3c2C2=NCCN2C=N3)CO1
    ·	·	?	-3%[20.6 µM]	·	i	2%[25.5 µM]	·	1.1e-08M*	·	1.4e-08M*
> COc1ccc(S(=O)(=O)N(C)CC(=O)Nc2ccccc2C(F)(F)F)cc1OC
    -9%	-7%	?	6%	-4%	?	0%	6%	i	-0.4%	i
> Cc1ccccc1Nc1nc(N)nc(CSCc2c(C)noc2C)n1
    -16%	20%	?	-2%	-15%	i	0%	-6%	i	-3.4%[57.5 µM]	i
> Cc1cc(C(=O)OCC(=O)Nc2ccc(S(=O)(=O)N3CCOCC3)cc2)c(C)o1
    16%	-1%	i	2%	-6%	i	-1%	1%	i	-2.8%	i
> COc1ccc2cc(C3(C)NC(=O)NC3=O)ccc2c1 (stereo unspecified)
    19%	5%	i	-1%	2%	?	1%	4%	i	-0.8%	?
> COc1ccc(N2CCn3c2nc2c3c(=O)n(CCN3CCOCC3)c(=O)n2C)cc1
    11%	8%	?	-2%	?	i	-1%	·	i	3.2%[0.369 µM]	i
> C=CCN(CC=C)S(=O)(=O)c1ccc(F)cc1
    -3%	3%	i	2%	3%	i	1%	-6%	i	0.5%	i
> O=C1NCCN1C(=O)c1ccco1
    -4%	-2%	i	2%	-5%	i	2%	6%	i	-0.4%	i
> O=S(=O)(Nc1ccc2c(c1)OCCO2)c1ccc(Br)s1
    12%	-5%	i	0%	?	i	1%	3%	i	0.6%	i
> Cc1cc(C)n2c(SCC(=O)N(C)C3CCS(=O)(=O)C3)nnc2n1 (stereo unspecified)
    -10%	?	?	0%	-11%	i	-1%	-5%	i	-1.2%	i
> CC(C)SC(=N)N
    6%	-15%	·	-2%	0%	·	3%	-4%	·	·	·
> COc1cc(NC(=O)c2ccc(S(=O)(=O)N(C)C)cc2)cc(OC)c1OC
    ?	?	·	0%	-2%	·	2%	-8%	·	-0.3%[9.22 µM]	·

# Retrieved one by one from the entries so far (four):
# Results follow in this order: ERK AVP block	CRE-bla Fsk	Fluorescein autfl	Epigenetic mod	Hsp90 Hop PPI	Texas Red fluor	FLuc inh	UbGFP stabilizer	4MU fluor	HBB splice mod	A350 fluor
> COc1cc(NC(=O)c2ccc(S(=O)(=O)N(C)C)cc2)cc(OC)c1OC
    ?	?	·	0%	-2%	·	2%	-8%	·	-0.3%[9.22 µM]	·
> Cc1cc(C)n2c(SCC(=O)N(C)C3CCS(=O)(=O)C3)nnc2n1 (stereo unspecified)
    -10%	?	?	0%	-11%	i	-1%	-5%	i	-1.2%	i
> O=C(Nc1nc(-c2ccc(Cl)s2)cs1)c1cccs1
    10µM*	1%	?	0%	17%	i	-22%	·	i	4.4%[0.369 µM]	i
> NC(=O)c1sc(=S)n(-c2ccc(Br)cc2)c1N
    ?	-25%	·	-2%	?	·	-8%	-9%	·	0.1%	·

# The list goes on.
# Results follow in this order: ERK AVP block	CRE-bla Fsk	Fluorescein autfl	Epigenetic mod	Hsp90 Hop PPI	Texas Red fluor	FLuc inh	UbGFP stabilizer	4MU fluor	HBB splice mod	A350 fluor
> O=C(Cn1cc2c(n1)CCCC2)NCCc1ccccc1
    -4%	-8%	·	0%	0%	·	1%	-1%	·	-0.5%	·
> CC(CCc1ccccc1)NC(=O)C1CCN(C(=O)c2sccc2-n2cccc2)CC1 (stereo unspecified)
    -16%	-18%	·	-3%	-10%	·	2%	6%	·	-0.1%	·
> CCOC(=O)N1CCN(C2=Nc3cccc4cccc2c34)CC1
    ?	?	4.8e-08M*	0%	-5%	i	-3%	1%	2.6e-08M*	0.4%	3.3e-08M*
> COC(=O)c1nc2n(n1)C(c1ccc(OC)c(OC)c1OC)C1=C(CCCC1=O)N2 (stereo unspecified)
    -5%	-5%	i	-1%	-9%	i	1%	5%	i	-1.1%	i
> O=C(O)c1c[nH]c2ccc(S(=O)(=O)N3CCOCC3)cc12
    ·	·	i	-5%[20.6 µM]	·	?	1%[25.5 µM]	·	?	·	?
> N#CCCN(Cc1cccnc1)C(=O)Nc1ccc(Cl)c(Cl)c1
    -5%	3%	·	0%	1%	·	0%	-5%	·	-1.5%	·
> S=c1nc(-c2ccccc2)n(CCCN2CCOCC2)c2c1CCCC2
    -5%	13%	?	0%	-2%	i	4%	1%	i	0.7%[57.5 µM]	i
> COC(=O)Nc1ccc(S(=O)(=O)Nc2ccccc2F)cc1
    15%	0%	i	0%	0%	i	2%	3%	i	0.1%	i
> CCN(CC)CCn1c2ccccc2c2cnc(N=CN(C)C)c(C#N)c21
    ?	?	?	0%	-8%	i	4%	0%	8.9e-08M*	-4.3%[57.5 µM]	1.1e-07M*
> Cc1ccc(C(=O)Nc2ccc3c(c2)OCO3)o1
    -19%	-9%	·	2%	-6%	·	13µM*	-8%	·	0.8%[9.22 µM]	·
> Cc1nc(N2CCN(C(c3ccccc3)c3ccccc3)CC2)nc2c1C(=O)CCC2
    -5%	12%	i	2%	-2%	?	3%	4%	i	2.7%[1.84 µM]	i
> Cc1ccccc1OCC(=O)Nc1ccc(N2CCN(S(C)(=O)=O)CC2)cc1
    -4%	-6%	i	-1%	-3%	i	2%	1%	?	·	?
> Fc1ccc(CSc2nc3ncccc3[nH]2)cc1
    -4%	2%	·	2%	-3%	·	?	-2%	·	-5.7%	·

# Only part of the results is shown; count on the stated rates, not on these rows.
